CAL PDZ FP-1 – CAL PDZ (human) peptide binding inhibition | purified CAL PDZ, TMR-peptide fluorescence polarization, 1 h | inhibition, % at 24.9 µM | hit rate 0.92% among 300,000 | AID 602252;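 active means mean inhibition of at least 30% with at least half of replicates also reaching 30%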;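 further: 0% = DMSO neutral control and 100% = excess unlabeled competitor peptide PRC23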
PKA-R2B activ – activates the human PKA-R2B holoenzyme complex; P22694+P31323; hit rate 0.079% among 340,000; AID 504700; PKA-R2B holoenzyme dissociation, Cy5-IP20 fluorescence polarization; R2B truncated from residue 108, S112A mutant; 0% DMSO only, 100% 113 µM cGMP; activation, % at 11.4 µM;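 active means activation above a cutoff set at the mean over all compounds plus 3 SD, cut at about 18% in these data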;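 further: higher means more holoenzyme dissociation and a rise in polarization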
Target sequence (P31323 whole entry, looked up, other chains not shown, the tested form may be a part): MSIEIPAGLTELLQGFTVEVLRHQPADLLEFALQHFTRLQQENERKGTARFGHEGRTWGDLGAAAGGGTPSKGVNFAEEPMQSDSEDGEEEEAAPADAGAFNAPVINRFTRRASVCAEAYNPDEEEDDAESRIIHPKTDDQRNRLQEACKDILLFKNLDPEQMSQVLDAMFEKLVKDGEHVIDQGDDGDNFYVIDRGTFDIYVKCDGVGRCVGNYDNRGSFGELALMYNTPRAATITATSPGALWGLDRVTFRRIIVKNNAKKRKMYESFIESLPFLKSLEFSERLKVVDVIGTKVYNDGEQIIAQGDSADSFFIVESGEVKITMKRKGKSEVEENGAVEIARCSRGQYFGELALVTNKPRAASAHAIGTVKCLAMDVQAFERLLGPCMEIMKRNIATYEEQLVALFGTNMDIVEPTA
Keap1-Nrf2 PPI – Keap1-Nrf2 (human) interaction inhibition. Keap1 Kelch-Nrf2 peptide fluorescence polarization, 1536-well. inhibition, % at 9.4 µM. hit rate 0.15% among 340,000. AID 504523; in the data active means inhibition above about 12%;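 further: human Keap1 Kelch domain with fluorescein labeled Nrf2 9mer peptide probe; 0% = neutral control wells and 100% = peptide positive control; higher means more block of Keap1 binding to Nrf2 peptide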
Target sequence (Q14145 whole entry, looked up, the tested form may be a part): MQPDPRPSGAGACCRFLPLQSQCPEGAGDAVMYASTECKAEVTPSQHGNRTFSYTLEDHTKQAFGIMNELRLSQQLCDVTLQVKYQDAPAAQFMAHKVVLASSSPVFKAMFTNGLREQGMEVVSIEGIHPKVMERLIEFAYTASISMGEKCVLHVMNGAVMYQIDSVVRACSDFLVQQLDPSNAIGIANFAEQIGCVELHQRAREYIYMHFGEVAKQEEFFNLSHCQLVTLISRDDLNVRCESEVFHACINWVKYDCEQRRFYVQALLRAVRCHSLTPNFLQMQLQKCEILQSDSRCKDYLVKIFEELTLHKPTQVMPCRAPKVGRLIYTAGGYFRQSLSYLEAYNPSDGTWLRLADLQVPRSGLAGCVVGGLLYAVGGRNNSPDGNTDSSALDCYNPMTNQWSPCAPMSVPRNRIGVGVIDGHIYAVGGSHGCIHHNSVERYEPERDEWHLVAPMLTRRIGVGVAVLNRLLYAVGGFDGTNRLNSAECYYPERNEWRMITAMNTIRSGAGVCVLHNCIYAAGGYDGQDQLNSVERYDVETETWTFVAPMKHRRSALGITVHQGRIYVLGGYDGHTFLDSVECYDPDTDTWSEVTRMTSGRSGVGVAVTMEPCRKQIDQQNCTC
Rtt109 Vps75 – inhibitors of Candida albicans Rtt109/Vps75 histone acetyltransferase | inhibition, % at 34.9 µM | AID 540336 | hit rate 0.16% among 330,000 | Q5AAJ8 | purified Rtt109/Vps75, ThioGlo CoA-SH fluorescence, 4 h;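 active means inhibition of at least 50% in every replicate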
Cardiac RTF inh – cardiac RTF calcium desensitization. IANBD-labeled cardiac RTF, Ca2+ fluorescence. inhibition, % at 7.15 µM. hit rate 0.12% among 340,000. AID 493244;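 active means inhibition above the mean inhibition of all tested compounds plus 3 SD, cut at about 17% in these data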;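 further: assay run at fixed EC70 calcium of 1.6 mM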
C-LANA FP – KSHV C-LANA DNA binding inhibition. hit rate 0.078% among 340,000. AID 504423. MBP-C-LANA/FAM-LBS DNA binding, fluorescence polarization. inhibition, % at 9 µM;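 active means highest replicate inhibition at or above 60% at 9 µM, even if other replicates fall short; inactive means all replicates below 60% inhibition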;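 further: 0% = neutral control wells and 100% = 4 µM acridine orange control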
cardiac RTF act – increases calcium sensitivity of human cardiac regulated thin filaments; activation, % at 7.2 µM; IANBD-labeled TnC RTF fluorescence at EC20 calcium; 0% EC20 calcium, 100% full calcium; P19429+P45379; hit rate 0.24% among 340,000;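 active means activation above the mean over all tested compounds plus 3 SD, cut at about 30% in these data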;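 further: rise in fluorescence read as greater calcium sensitivity of cardiac thin filaments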
DAGLB inhibitor – blocks human DAGLB lipase activity; inhibition, % at 5.17 µM; Q8NCG7; hit rate 0.059% among 340,000; HEK293T DAGLB membrane lysate, EnzChek fluorogenic substrate; in the data active means inhibition above about 34%;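 further: 0% = enzyme with vehicle and 100% = wells lacking enzyme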
CAL PDZ FP-2 – human CAL PDZ-peptide interaction inhibition; purified CAL PDZ, TMR-peptide fluorescence polarization, 1 h; inhibition, % at 20 µM; AID 504414; hit rate 0.02% among 330,000;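 active means highest replicate inhibition of at least 40%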;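 further: plate controls were DMSO neutral control wells for no effect and unlabeled competitor peptide control wells for full effect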
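System: tagged CAL PDZ domain. Schedule: 1 h room-temperature incubation prior to read. Signal: fluorescence polarization (mP). Measure: percent inhibition from loss of millipolarization.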
SR-BI DiI-HDL act – activators of SR-BI mediated HDL lipid uptake; hit rate 0.096% among 320,000; CHO ldlA[mSR-BI] cells, DiI-HDL uptake fluorescence, 3 h; 100 = double the neutral-control signal; activation, % at 12.5 µM;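 active means mean replicate activation of at least 60% and every replicate at or above 60%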;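 further: 0% = median plate neutral-control signal and 100% = twice that signal; values of inactives mirror those of a sister screen read the other way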
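Test system: SR-BI-overexpressing, LDLR-lacking CHO cells. Measured by: DiI fluorescence, bottom read. Medium: Ham's F12 with 0.5% BSA, HEPES 25 mM, pH 7.4. Timing: 3 h uptake period with compound, 37 °C.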
Starred values were filed as active, the others as inactive; i = inactive; nt = no result given.

SMILES	CAL PDZ FP-1	PKA-R2B activ	Keap1-Nrf2 PPI	Rtt109 Vps75	Cardiac RTF inh	C-LANA FP	cardiac RTF act	DAGLB inhibitor	CAL PDZ FP-2	SR-BI DiI-HDL act
CCOc1ncccc1C(=O)OCC(=O)c1c(N)n(C)c(=O)n(C)c1=O	nt	-4	-1	-4	-2	-1.1	-3	-2	0.8	2
Cc1nc2ccc(S(=O)(=O)N(C)CC(=O)NCc3ccc(N(C)C)cc3)cc2s1	-5	-3	-6	-7	-8	-6.8	5	2	-1.1	1
CCCc1nc2nc(C)c(NS(=O)(=O)c3ccc(C4CCCCC4)cc3)c(=O)n2[nH]1	-3	-4	0	20	6	0.4	-5	8	-3.0	nt
COc1cc(Br)cc2cc(C(=O)NCC3CCCO3)c(=O)oc12 (stereo not given)	-7	3	-2	-6	-4	-2.9	-3	2	-0.3	31
Cc1cc2occ(CC(=O)O)c2cc1C	-2	-5	-3	1	-1	0.7	0	-4	-0.7	24
COc1ccc(CCN2CC(C(=O)NCCc3cnn(C)c3)CCC2=O)cc1 (stereo not given)	1	3	-3	6	-3	0.4	0	1	-0.4	9
COc1cc(CN2CCN(C(O)(c3ccccc3)c3ccccc3)CC2)cc(OC)c1OC	-1	-7	0	7	-3	11	-2	-3	0.7	-7
CC(=O)Oc1ccc2c(=O)c(N3C(=O)c4ccccc4C3=O)c(C)oc2c1C	25	10	1	-2	1	-1.1	3	0	-1.8	23
CCc1cc2cc(C(=O)N3CCN(Cc4ccccc4)CC3)sc2s1	-1	12	6	19	-11	1.4	-6	-8	-1.9	nt
Cn1c(=O)c2c(nc(CN3CCN(C(=O)c4ccco4)CC3)n2CC(=O)C(C)(C)C)n(C)c1=O	-3	12	-1	1	-10	1.1	-2	-3	-0.8	2
CCO[C@H]1OC(C(=O)N2CCOCC2)=C[C@@H](C)[C@@H]1CCCO	15	6	-4	9	4	0.9	-3	-5	-1.2	12
CCCC(=O)OCCNc1cc(SCCC(=O)OC)c2nonc2c1[N+](=O)[O-]	-2	-10	-2	-12	-24	-3.2	6	-1	0.5	14
CN(Cc1ccccc1F)C(=O)CNC(=O)Cc1cccc2ccccc12	-6	-3	2	-7	-5	-0.2	-5	1	-1.0	-2
C=CCn1c(SCc2nc3ccccc3[nH]2)nnc1-c1cccc(OC)c1	nt	14	-6	0	-7	-1.1	6	2	-2.2	-2
CCOC(=O)N1CCN(C(=O)Cc2ccc(-n3c(=S)[nH]c4ccccc4c3=O)cc2)CC1	nt	3	4	-9	-7	0.8	2	-1	-2.1	-13
Cc1ccc(NC(=O)CSc2ccc3c(c2)OCCO3)c(O)c1	4	0	1	4	-4	-0.7	-5	-1	-2.0	-6
O=C(NCc1cccnc1)c1ccccc1NS(=O)(=O)c1ccc(Br)cc1	nt	-2	-5	-5	-3	0.2	3	3	1.5	6
N#CC1(Nc2cccc(Cl)c2)CCCC1	-9	3	2	18	-2	0.7	6	0	0.7	-26
COc1ccc(CNC2c3ccccc3-c3ccccc32)cc1OC	-5	9	-1	6	8	1.2	-7	-2	-2.8	nt
Clc1ccc(-c2ccnc(Oc3cc(Cl)ccc3Cl)n2)cc1	-3	11	-4	5	-7	-1.6	2	-5	-1.0	nt
CN1C(=S)SC(C)(C)C1N(O)C(=O)Nc1ccc(Cl)cc1 (stereo not given)	5	-7	1	2	3	3.2	6	-2	-0.2	-16
COc1ccccc1CN1CC(C(=O)N(Cc2cnn(C)c2)C(C)C)CCC1=O (stereo not given)	-7	4	0	-7	-9	-1.5	-3	-2	0.6	17
CCN(Cc1ccccc1)Cc1nnnn1Cc1ccccc1	-4	0	-3	-2	-5	0.4	1	-1	-1.6	3
O=C(NCCN1CCOCC1)c1cccc(S(=O)(=O)N2CCCC2)c1	0	-4	-1	-4	-7	-1.4	1	-2	-0.9	20
Cc1cccc(N2C(=O)C3CC3C2=O)c1 (stereo not given)	-2	3	5	-3	-6	4.4	0	-2	-1.3	18
Cn1nc(C(C)(C)C)cc1C(=O)Nc1nc2c(s1)C(=O)CC(C)(C)C2	nt	-9	-2	21	-8	-2.5	0	1	-3.1	10
COc1ccc(C2CC(=O)C(C=NCCN3CCOCC3)=C(O)C2)cc1 (stereo not given)	-1	-15	0	6	7	-0.1	-4	-1	-0.7	nt
N#CCc1ccc(Oc2ncccn2)cc1	-2	-7	4	4	-4	-3.6	2	1	0.3	28
COc1ccc(C2C(C(=O)N3CCCCC3)CCC(=O)N2c2cc(OC)c(OC)c(OC)c2)cc1 (stereo not given)	1	-4	-6	-1	-1	-0.4	5	3	nt	20
O=C(O)C1C2C=CC(C2)C1C(=O)OCC1CCCO1 (stereo not given)	-2	-4	2	-1	1	1.7	-4	-1	1.8	-10

A portion taken from the entries so far, for reference:
SMILES	CAL PDZ FP-1	PKA-R2B activ	Keap1-Nrf2 PPI	Rtt109 Vps75	Cardiac RTF inh	C-LANA FP	cardiac RTF act	DAGLB inhibitor	CAL PDZ FP-2	SR-BI DiI-HDL act
CCOc1ncccc1C(=O)OCC(=O)c1c(N)n(C)c(=O)n(C)c1=O	nt	-4	-1	-4	-2	-1.1	-3	-2	0.8	2
Cc1nc2ccc(S(=O)(=O)N(C)CC(=O)NCc3ccc(N(C)C)cc3)cc2s1	-5	-3	-6	-7	-8	-6.8	5	2	-1.1	1
CCCc1nc2nc(C)c(NS(=O)(=O)c3ccc(C4CCCCC4)cc3)c(=O)n2[nH]1	-3	-4	0	20	6	0.4	-5	8	-3.0	nt
COc1cc(Br)cc2cc(C(=O)NCC3CCCO3)c(=O)oc12 (stereo not given)	-7	3	-2	-6	-4	-2.9	-3	2	-0.3	31
Cc1cc2occ(CC(=O)O)c2cc1C	-2	-5	-3	1	-1	0.7	0	-4	-0.7	24
COc1ccc(CCN2CC(C(=O)NCCc3cnn(C)c3)CCC2=O)cc1 (stereo not given)	1	3	-3	6	-3	0.4	0	1	-0.4	9

The list continues.
SMILES	CAL PDZ FP-1	PKA-R2B activ	Keap1-Nrf2 PPI	Rtt109 Vps75	Cardiac RTF inh	C-LANA FP	cardiac RTF act	DAGLB inhibitor	CAL PDZ FP-2	SR-BI DiI-HDL act
CCCCn1c(N)c(C(=S)NC(=O)CC(C)C)c(=O)n(C)c1=O	nt	-4	1	-3	-1	0.9	0	0	-1.4	12
Cc1cc(NC(=O)NCc2ccccc2)c(=O)n(Cc2ccccc2F)c1	14	-8	-3	-2	0	2.1	-6	3	nt	-21
COc1ccc(CNC(=O)C(CCSC)NS(=O)(=O)c2ccccc2F)cc1 (stereo not given)	nt	4	0	-1	-10	0.7	5	-2	-0.9	22
Clc1ccc(N2CCOCC2)nn1	nt	-1	3	0	4	-1.1	0	-2	-0.5	8
O=C(O)c1cc(N/C(=N\S(=O)(=O)c2ccc(F)cc2)c2ccccc2)ccc1O	4	6	0	-7	-4	0.3	4	4	0.6	-7
CC(C)(C)c1cc(NC(=O)c2ccco2)n(-c2ccccc2)n1	6	-14	-4	3	2	-0.7	-1	-1	-0.8	-7
Cc1cc(C)n2nc(CNS(=O)(=O)c3ccc([N+](=O)[O-])cc3)nc2n1	-3	7	-1	-9	-4	0.6	1	0	-2.3	8
COc1cc([N+](=O)[O-])cc(/C=N/NC(=O)c2cncc(Br)c2)c1O	3	4	-8	27	-11	-1.0	1	7	-0.6	nt
Cn1c(=O)c2c(nc(SCCN3CCOCC3)n2Cc2ccc(Cl)cc2)n(C)c1=O	nt	-6	3	3	-6	0.5	3	4	-0.7	-10
COc1cccc(NC(=O)COC(=O)Cn2c(C)csc2=O)c1	-6	-14	-2	3	-14	-5.0	1	-1	-0.4	8
COc1ccc(C(=O)NC2CCN(C(=S)NCCc3ccccc3)CC2)cc1	-5	-9	-4	0	-11	0.3	14	1	-0.9	-66
Cc1cccc(C)c1NC(=O)N1CCC(c2nc3ccccc3o2)CC1	nt	-2	0	-6	-7	-1.2	0	3	-2.4	7
CCc1nc2ccc(C(=O)NCCc3ccc(OC)c(OC)c3)cc2nc1CC	-5	-3	-4	-9	-3	0.8	-4	-1	-3.8	-56
CC(C)CNC(=O)CN(C)S(=O)(=O)c1ccc(F)cc1	-1	-5	1	9	-7	-0.6	0	-1	0.9	-8
COc1ccc(CNC(=O)C[C@H]2C(=O)N(Cc3ccccc3)C[C@@H]2Cc2ccccc2)cc1	-1	-9	2	11	4	-0.4	-1	-1	-0.9	-7
O=c1[nH]c(Nc2ccc3c(c2)OCCO3)nnc1Cc1ccc(Cl)cc1	4	nt	-3	-6	nt	0.4	nt	nt	-0.6	27
COc1cc(C(=O)Nc2ccc(C)cc2C(NCC(=O)NN)c2ccccc2)cc(OC)c1OC (stereo not given)	-2	-1	-2	-4	-3	-7.6	-5	3	-2.0	-3
O=Cc1ccc(OCC(=O)NCC2CCCO2)cc1 (stereo not given)	-5	6	0	-7	2	1.6	-6	0	-2.5	nt
O=C(NCc1cccc(Br)c1)C1CC(c2ccccc2[N+](=O)[O-])=NO1 (stereo not given)	-2	-12	-5	1	0	0.9	-1	-1	-0.8	3
CCn1c(SCC(=O)NCc2ccccc2)nc2nc3c(cc2c1=O)CCCC3	-3	6	5	-2	-6	-3.5	-3	1	-1.1	9
C=CCC(C(=O)Oc1c(C(C)(C)C)cc(C)cc1C(C)(C)C)c1ccccc1 (stereo not given)	-5	0	-4	-10	-12	-1.0	6	-5	0.1	11
O=C(NCc1ccccc1)/C(=N\O)c1ccccc1	-3	-2	-8	-3	-1	-1.2	3	-2	-0.6	12
O=S(=O)(Oc1ccccc1)c1cccnc1	-7	-7	-8	0	-3	1.6	5	1	0.2	26
O=C(Nc1nc(-c2cccs2)c(C(=O)C(F)(F)F)s1)c1ccco1	nt	-3	0	6	-4	-0.6	2	2	-1.8	-2
CC1CCCN(S(=O)(=O)CCNC(=O)c2ccccc2)C1 (stereo not given)	-4	3	7	0	-8	0.1	6	-1	-1.4	19
CC(C)C(O)(CC#CCN1CCCC1)c1ccccc1 (stereo not given)	-5	-9	-2	-13	0	0.1	-2	-1	-2.0	16
CC1=C(C(=O)Nc2ccccc2F)C(c2ccsc2)C2=C(CC(C)(C)CC2=O)N1 (stereo not given)	2	-11	1	2	0	0.7	-2	-1	-2.7	4
O=C(c1ccc(F)cc1)N1CCCC(C(=O)N2CCCCC2)C1 (stereo not given)	0	0	0	-5	-1	-1.2	-1	-1	-1.6	27
Cc1ccc(F)cc1NC(=O)CN1CCN(c2ccccn2)CC1	2	-5	7	-1	-2	1.8	2	-1	0.2	15
Cn1cc(CN2CCCC(CO)(Cc3ccccc3)C2)c2ccccc21 (stereo not given)	3	-3	2	-5	0	-0.8	3	-1	-0.6	14
COc1ccc(CCNC(=O)Cc2c(Cl)cccc2Cl)cc1	-2	4	-5	9	3	-1.8	4	0	-2.3	13
O=C(O)CCc1nc(-c2ccccc2Cl)no1	-2	4	2	-3	-10	3.3	-2	2	-0.7	10
CCN1/C(=C/C=C/c2oc3ccc(-c4ccccc4)cc3[n+]2CC)Oc2ccc(-c3ccccc3)cc21	36*	3	-212	-6	i	10	998*	i	-3.9	-23

From PubChem
